MEKK2mut PB1 HTS: MEK5 binding signal on mutant MEKK2 PB1, primary screen, biochemical, multiplex bead flow cytometry, Alexa488-MEK5; Alexa488-MEK5 binding to MEKK2 mutant; percent response, % at 10 µM; 290,000 compounds, 0.35% hits; in the data active = percent response above about 24%, passing the limit was not always enough; note: inactives centre near 1; some results filed as inactive read as strong as hits; reference of the scale not given here
VIM-2 inhibitor: VIM-2 metallo-beta-lactamase inhibitors, primary screen, biochemical, epi-absorbance readout, Pseudomonas aeruginosa enzyme; purified VIM-2, nitrocefin hydrolysis, epi-absorbance fluorescence; inhibition, % at 5.6 µM; 290,000 compounds, 0.89% hits; AID 1527, 2009;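 active = inhibition above the mean of all tested compounds plus 3 SD, cutoff set per screening run, cut at about 7.5% in these data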;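 note: red hydrolysis product quenches plate fluorescence so inhibitors raise well fluorescence; 0% = enzyme with DMSO and 100% = DMSO without enzyme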
NALP1 inh: NALP1 inflammasome inhibitors in reconstituted yeast, colorimetric, S. cerevisiae, triplicate retest; S. cerevisiae NALP1/ASC/caspase-1 growth, X-gal OD620, 72 h; inhibition, % at 10 µM; 280,000 compounds, 0.61% hits; AID 2071, 2009; in the data active = inhibition mostly above about 24%, no sharp cut-off; inactive = mostly below about 32%; note: some compounds called inactive have numbers as strong as hits
NS3 helicase inh: inhibitors of HCV NS3 helicase, primary screen, biochemical, Cy5 molecular beacon fluorescence; Hepatitis C virus NS3 helicase; NS3 helicase DNA unwinding; inhibition, % at 10.9 µM; 290,000 compounds, 0.56% hits;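 active = inhibition above the mean of all tested compounds plus 3 SD, set per campaign, cut at about 35% in these data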;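 note: 0% = DMSO wells and 100% = thioflavine S control wells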
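Assay system – hepatitis C virus NS3 helicase domain fragment enzyme · Buffer or medium – MOPS pH 6.5, MgCl2, DTT, Tween20, BSA · Reagent – Cy5/quencher beacon DNA duplex and ATP to start · Compound – single 10.9 µM dose · Timing – 1 h at 25 °C · Technique – Cy5 beacon fluorescence read at start and 1 h · Measure – % inhibition of unwinding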
MEKK2wt PB1 HTS: modulators of MEK5 binding to wildtype MEKK2, primary screen, biochemical, multiplex bead flow cytometry, Alexa488-MEK5 | AID 1531, 2009 | Alexa488-MEK5 binding to MEKK2 WT; actives lie on both sides | Mitogen-activated protein kinase kinase kinase 2 (Homo sapiens), Q9Y2U5 | 290,000 compounds, 1.1% hits | binding response (% of control), % at 10 µM; in the data active = binding response below about 67% or above about 130%; inconclusive = no clear call, values can overlap the other calls; inactive = in between
M18AAP inhibitor: PfM18AAP inhibitors, malaria aminopeptidase, primary screen, biochemical, QFRET, recombinant enzyme | M18 aspartyl aminopeptidase (Plasmodium falciparum 3D7) | H-Glu-NHMec fluorogenic cleavage | inhibition, % at 7.35 µM | 290,000 compounds, 1.2% hits | AID 1822, 2009;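 active = inhibition above the campaign mean inhibition over all tested compounds plus 3 SD, cut at about 28% in these data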;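 note: 0% = plate median of test compound wells and 100% = 2 mM ZnCl2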
UBC9 SUMO inh: inhibitors of in vitro SUMOylation cascade, primary screen, biochemical, HTRF, uHTS | inhibition, % at 35 µM | AID 2006, 2009 | HTRF SUMOylation assay, SAE1/SAE2 + UBC9 | 290,000 compounds, 0.36% hits | SUMO-conjugating enzyme UBC9 (Homo sapiens), P63279; in the data active = inhibition above about 50%, passing the limit was not always enough; inconclusive = no clear call, values can overlap the other calls; note: strong numbers were not always called active
Target sequence (P63279 whole entry, looked up): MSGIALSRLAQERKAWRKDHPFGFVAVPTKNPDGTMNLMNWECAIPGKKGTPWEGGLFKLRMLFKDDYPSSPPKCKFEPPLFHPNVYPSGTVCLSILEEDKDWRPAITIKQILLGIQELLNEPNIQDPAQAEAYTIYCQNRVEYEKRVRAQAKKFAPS
IMP-1 inh: IMP-1 metallo-beta-lactamase inhibitors, primary screen, biochemical, epi-absorbance readout, Pseudomonas aeruginosa enzyme. inhibition, % at 5.6 µM. 290,000 compounds, 0.45% hits. AID 1556, 2009. purified IMP-1, nitrocefin hydrolysis, epi-absorbance fluorescence. metallo-beta-lactamase IMP-1 (Pseudomonas aeruginosa);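 active = inhibition above the mean plus 3 SD of all compounds in the same screening run, cut at about 4.5% in these data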;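 note: 0% = IMP-1 with DMSO and 100% = DMSO wells lacking enzyme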
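system = purified recombinant IMP-1 beta-lactamase | amount = 0.2 nM IMP-1, as dispensed | medium = HEPES buffer pH 7.1 with ZnSO4 and Brij 35 | times = 25 °C, 15 min preincubation, 25 min reaction | detection = plate fluorescence quenching by hydrolysis product, ex 480/em 530 nm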
FID counter: compounds displacing fluorescent DNA intercalator, primary screen, artefact control for HCV NS3 helicase inhibitor project, biochemical, FID fluorescence; DNA fluorescent intercalator displacement; inhibition, % at 7.9 µM; 290,000 compounds, 0.17% hits; in the data active = inhibition above about 37%;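 note: 0% = vehicle and 100% = reference compound; higher means more ethidium bromide displaced from hairpin DNA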
Starred values were filed as active, the others as inactive; ? = inconclusive; / = not tested or not shown; [ ] = remark or other dose. No enrichment for hits; 4.7% or so of the library scored in one or more.

SMILES	MEKK2mut PB1 HTS	VIM-2 inhibitor	NALP1 inh	NS3 helicase inh	MEKK2wt PB1 HTS	M18AAP inhibitor	UBC9 SUMO inh	IMP-1 inh	FID counter
CCc1ccccc1N1CSC2=C(C#N)C(c3cc(OC)c(OC)cc3OC)CC(=O)N2C1 (stereo not drawn)	-2	2.4	8	26	86	37*	35	3.4	-29
NC(=NCCc1c[nH]c2ccccc12)NS(=O)(=O)c1cc(F)ccc1F	0	2.0	23	10	98	-2	-16	-1.4	-5
Cc1ccc(OCC(=O)N(Cc2ccc(C)o2)C2CCS(=O)(=O)C2)cc1 (stereo not drawn)	0	-1.9	28	-1	102	-11	0	-1.4	-27
CCC(C)(C)NC(=O)C(c1ccccc1Cl)N(C(=O)CCC(=O)Nc1cc(C)on1)C1CC1 (stereo not drawn)	-5	-1.1	21	6	99	-11	-3	1.1	-42
COc1ccc(NC(=O)c2cc3sccc3n2Cc2ccc(F)cc2)cc1OC	-1	-3.1	-6	-38	101	1	-12	-2.3	-17
CCOc1ccc(C(=O)N2CCCC2)cc1OC	0	-3.3	37	-1	101	3	20	-5.0	-6
O=S(=O)(Cc1noc(-c2ccc(OC(F)(F)F)cc2)n1)c1ccc(F)cc1	-16	-2.9	6	3	92	2	-14	-2.3	-4
CCOC(=O)c1[nH]c(C)c(C(=O)Nc2ccc(C)cc2C)c1C	-4	-3.3	29	3	101	3	-16	-1.8	-20
O=C1Cc2ccccc2C(=O)N1OCc1ccc(Cl)cc1	0	-2.4	22	3	107	-9	28	-1.7	-13
CC(NC(=O)C12CC3(C)CC(C)(CC(C)(C3)C1)C2)C(=O)O (stereo not drawn)	13	-1.1	-37	12	106	1	-6	-0.2	-15
O=C(c1ccccc1)N1CCN(C(=O)c2ccc3c(c2)OCCO3)CC1	/	0.4	-11	-17	/	0	12	-1.4	-5
CC1CCc2nc(NC(=O)c3ccco3)sc2C1 (stereo not drawn)	1	1.9	-4	4	100	-5	-6	-1.4	-1
Cc1cc(C)cc(-n2ccnc2SCC(=O)Nc2nccs2)c1	9	-4.9	-8	-3	104	-6	8	-2.4	-25
Cc1ccc(-c2cc(C(=O)NCCN3CCOCC3)no2)cc1	0	-0.6	3	0	102	0	7	10*	-1
O=C(Cc1ccccc1)NCC(=O)N1CCN(c2ccccc2F)CC1	-6	1.4	14	14	91	9	4	-0.5	-22
COCCn1c(=O)[nH]c2cc(C(=O)N3CCN(c4ccc(OC)cc4)CC3)ccc2c1=O	-3	0.6	-3	2	103	-2	0	3.0	-38
Cc1cc(C(F)F)n2ncc(C(=O)NCCc3ccccc3Cl)c2n1	4	-1.3	-3	0	111	7	5	-3.2	-32
Cc1noc(C)c1C(=O)OCC(=O)NC1CC1	11	-4.1	1	4	110	1	2	-5.3	1
CCS(=O)(=O)N1CCC(c2nc(-c3ccc(C)cc3)no2)CC1	/	-2.9	6	11	/	-4	16	-1.3	-19
O=C(c1ccc2oc(CCCc3ccccc3)nc2c1)N1CCCC(CCCO)C1 (stereo not drawn)	13	-0.1	14	-5	105	-7	9	-2.6	-60

The final 2 compounds of the part before come first, to join the parts.
SMILES	MEKK2mut PB1 HTS	VIM-2 inhibitor	NALP1 inh	NS3 helicase inh	MEKK2wt PB1 HTS	M18AAP inhibitor	UBC9 SUMO inh	IMP-1 inh	FID counter
CCS(=O)(=O)N1CCC(c2nc(-c3ccc(C)cc3)no2)CC1	/	-2.9	6	11	/	-4	16	-1.3	-19
O=C(c1ccc2oc(CCCc3ccccc3)nc2c1)N1CCCC(CCCO)C1 (stereo not drawn)	13	-0.1	14	-5	105	-7	9	-2.6	-60
CCC1=[N+](C)c2cccc3cccc(c23)N1C	-1	-1.4	-5	-3	95	5	-3	-2.2	-4
CCOC(=O)Cc1csc(NS(=O)(=O)c2ccc3c4c(cccc24)C(=O)N3CC)n1	8	-0.1	8	9	97	-3	38	-2.9	-29
Nc1nnnn1/N=C/C(Br)=C/c1ccccc1	-5	0.3	4	3	87	14	17	-0.5	-3
O=C(N1CCN(c2ccccc2F)CC1)C1(S(=O)(=O)c2ccc(Cl)cc2)CC1	2	-0.1	12	-10	100	-6	7	-0.8	-40
CC1(C)CC(NC(=O)c2c(N)no[n+]2[O-])CC(C)(C)N1	-2	1.6	-14	20	101	-10	7	0.3	-5
CCOc1cc(C2CC(=O)N3CN(C4CCCCC4)CSC3=C2C#N)ccc1O (stereo not drawn)	2	2.5	21	6	102	31*	13	0.2	-13
CC(C)(C#CCN1CCCCC1)OCCOC(c1ccccc1)c1ccccc1	1	-0.5	53	-28	105	-1	-13	-1.0	10
CN(CC(=O)Nc1ccc2c(c1)OCCO2)S(=O)(=O)c1ccc(F)cc1	0	-2.4	4	2	98	1	-16	-1.9	-12
COc1ccc(CNC(=O)CCCNS(=O)(=O)c2cccc3nonc23)cc1	1	-1.7	6	-8	93	-5	5	-1.4	-1
CCOCCCNC(=O)C1CCC(CNS(=O)(=O)c2ccc(F)cc2)CC1 (stereo not drawn)	8	-2.5	16	-4	112	-9	18	-4.5	-30
Cc1ccc(-c2nnc3sc(CCc4ccccc4)nn23)cc1	8	0.0	20	-12	114	-1	32	-5.9	-24
COc1ccc(C(CC(=O)O)NS(=O)(=O)c2ccc(C)cc2)cc1 (stereo not drawn)	-8	-2.1	40	5	92	-8	-7	-2.5	-5
COc1ccccc1CN(C)S(=O)(=O)c1cccs1	0	-0.4	16	-10	105	-5	8	-1.5	-10
CN(C)/C=N/c1cc(=O)n(C)c(=O)n1Cc1ccccc1	1	-3.2	19	-4	99	3	-1	-3.1	-5
COCCN(CCOC)C(=O)c1ccc(SCc2ccc(C)cc2)c([N+](=O)[O-])c1	0	-1.6	-2	-6	99	3	-13	-2.6	-9
C=C1N(c2ccccc2)C(=O)OC1(C)C	4	-0.7	22	5	110	-1	12	0.5	1
Cc1ccc(S(=O)(=O)c2ccc(Cl)cc2)cc1S(=O)(=O)N(C)CC(=O)O	3	-3.3	19	17	100	1	?	-1.5	-45
Cc1ccc(C(=O)N(Cc2nc(-c3ccc(C)cc3)no2)C(C)C)cc1	1	-3.4	2	6	100	0	-12	-5.2	-22
CCc1ccc(NC(=O)CSc2ccc(-c3sc(C)nc3C)nn2)cc1	9	0.7	12	-5	108	-5	1	-2.6	-24
O=C1S/C(=C\c2ccc(O)c([N+](=O)[O-])c2)C(=O)N1c1ccccc1Cl	-8	-2.6	28*	27	81	10	1	-6.0	-10
O=C(Cc1ccccc1)NCC(=O)OCC(=O)c1ccc([N+](=O)[O-])cc1	1	2.3	14	5	102	39*	-12	0.4	7
C/C=C(\C)CN1CCC(n2nccc2NC(=O)CCOc2ccccc2)CC1	0	-0.8	18	-5	107	-5	-5	0.5	11
Cc1cc(C2=NNC(=NC3CC3)SC2)c(C)n1Cc1ccco1	7	-2.2	7	11	104	12	26	2.1	-8
CCC(C)NC(=O)c1cc(Sc2nnc(C)s2)nc2ccccc12 (stereo not drawn)	1	-2.6	17	0	107	-2	-2	-2.8	-11
Cc1nc(SCN2C(=O)c3ccccc3C2=O)n[nH]1	6	-1.4	4	7	109	-3	7	-2.8	-2
CC(=O)OC1CC(C)(C)N(OC(=O)c2ccccc2)C(C)(C)C1	1	3.0	12	-1	108	-9	-8	-1.6	-16
Cc1ccc(SCc2nc3ccccc3[nH]2)cc1	-37	-4.7	11	-3	2.0*[inhibitor]	9	11	-3.7	-3
Cc1ccc(C(=O)Nc2ccccc2C(=O)N2CCCC2)cc1[N+](=O)[O-]	-1	0.2	27	-1	99	-11	1	-2.2	-7
Nc1c2c(nc3ccccc13)N(C1CCCCC1)CC2	7	/	-4	/	122	/	4	/	/
COc1ccc(NC(=O)CCC(=O)Nc2nnc(C3CCCCC3)s2)c(OC)c1	9	-1.2	11	1	106	11	6	-1.8	-18
NC(=O)c1ncc(C(F)(F)F)cc1Oc1cccc(F)c1	10	-0.8	-1	0	106	4	-4	-3.7	-1
CSc1nc(NNC=O)cc(Oc2ccc(NC(C)=O)cc2)n1	-1	1.9	19	2	101	16	-4	-1.4	-5
Cc1cccc(NC(=O)C(C)N2C(=O)C3C4CC(C(Br)C4Br)C3C2=O)c1 (stereo not drawn)	-5	-3.4	8	-15	97	-11	-8	-1.6	-2
CCOC(=O)c1c(C)[nH]c(C)c1C(=O)COC(=O)c1cccc(S(=O)(=O)NC)c1	8	-3.1	-9	-3	112	1	9	-2.5	-15
COc1ccccc1CN(C(=O)c1cnccn1)C(C(=O)NC1CCCCC1)c1cc(OC)c(OC)c(OC)c1 (stereo not drawn)	1	-4.2	-4	-3	104	2	-6	-3.5	-38
COCCn1cc(C(=O)N2CCC(C)CC2)c2c3ccccc3n(C)c2c1=O	4	-2.0	14	1	108	4	-33	-4.5	-31
O=C(CNC(=O)c1ccco1)OCc1ccc(C(=O)Oc2ccccc2)cc1	0	-2.7	/	-2	102	-8	8	-0.6	-20
Cn1cccc1/C=N/NC(=O)Cc1ccccc1	-10	-1.1	/	-11	87	6	22	-1.3	-10
O=C(Nc1cc([N+](=O)[O-])ccc1N1CCCC1)c1ccccc1	-5	-0.7	19	-5	89	1	5	-1.8	5
COc1ccccc1Cn1c(CCCO)nc2ccccc21	-13	-1.8	4	-5	95	-3	-4	-0.8	-7
Cc1ccc2c(c1)N(C(=O)CCC(=O)NCc1cccc(Br)c1)CC(C)O2 (stereo not drawn)	2	0.3	0	-19	100	1	-8	-2.6	-43
Clc1ccc2nc(CSc3nncn3-c3ccccc3)cn2c1	0	1.4	-17	-3	97	7	22	-1.0	-7
Cc1nn(C)cc1CNC(=O)Nc1ccc(Cl)cc1	-2	-0.6	4	2	97	-4	-24	-5.7	0
COc1ccccc1NC(=O)c1nn(-c2ccc(OC(F)(F)F)cc2)ccc1=O	15	-2.1	33	5	101	-4	5	-2.6	-1
CCOc1ccccc1CN(Cc1ccco1)S(=O)(=O)c1ccc(-n2cnnn2)c(OC)c1	7	-3.6	-3	-7	107	-5	-25	-2.3	-12
CCCCC(=O)C1=C(N2CCCC2)CC(C)(C)CC1=O	2	-1.9	/	4	102	-11	/	-4.7	-6
CCCN1CCN(C(=S)Nc2sc(CC)cc2C(=O)OC)CC1	19	-1.1	-5	-16	122	0	-28	-1.3	3

Screening data deposited in PubChem BioAssay by several laboratories.
